GoLoco inh red: blocks human Gai1 binding to RGS12 GoLoco peptide, red readout. Potency, µM (titrated, usually from 61.6 µM), for the others: at the top dose activity, negative = inhibition, actives largely listed as inhibitors. Gai1:RGS12 GoLoco peptide FP, rhodamine, 10 min. 230,000 tested, 0.44% active; active means well fitted inhibition curve with a large enough effect, not every such curve was filed as active; inactive means no such curve, though single readings can be large or run the other way; further: on the % scale 0 is the no-effect control and ±100 the full control effect; nearly all actives have a fitted effect of over 30% in size; many of its hits are not listed in these tables
KinaseGlo FLuc: counter-screen: inhibitors of Kinase-Glo firefly luciferase; Kinase-Glo luciferase, ATP luminescence, 8 min; Potency, µM (series often up to 38.3 µM), for inactives: top-dose activity change, negative = inhibition, most hits filed as inhibitors; 200,000 tested, 0.28% active; further: on the % scale 0 is the no-effect control and ±100 the full control effect; nearly all actives have a fitted effect of over 60% in size
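Kinase-Glo luciferase light output from ATP and luciferin was measured with 10 uM ATP, within the enzyme's linear range. Buffer: 50 mM imidazole pH 7.2, 50 mM KCl, 7 mM MgCl2, 0.01% Tween 20, 0.05% BSA; luminescence read after 8 min at ambient temperature.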
SMN2 splice enh: SMN2 splice variant enhancement; 210,000 tested, 2.8% active; Potency, µM (titrated, usually from 46.1 µM), for the others: top-dose activity change, positive = activation, usual class: activators; AID 1458; HEK293 SMN2-luciferase splicing reporter, luminescence, 30-36 h; further: % of control where 0% means no effect; nearly all actives have a fitted effect of over 55% in size
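HEK293 cells carry an SMN2 minigene-luciferase reporter in which exon 7 inclusion puts luciferase in frame. Cells were seeded at 2000 cells/well, attached for 10-12 hours, then exposed to compounds for 30-36 hours at 37C before ONE-Glo luminescence.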
RECQ1 inh: RECQ1 (human) helicase inhibition; RECQ1 DNA unwinding, red fluorescence kinetic read; 240,000 tested, 0.54% active; AID 2549; Potency, µM (series often up to 57.3 µM), without a hit: at the highest dose activity, negative = inhibition, actives largely listed as inhibitors;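 further: plate controls were vehicle for no effect and no enzyme for full effect; nearly all actives have a fitted effect of over 30% in size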
Target sequence (P46063 whole entry, looked up): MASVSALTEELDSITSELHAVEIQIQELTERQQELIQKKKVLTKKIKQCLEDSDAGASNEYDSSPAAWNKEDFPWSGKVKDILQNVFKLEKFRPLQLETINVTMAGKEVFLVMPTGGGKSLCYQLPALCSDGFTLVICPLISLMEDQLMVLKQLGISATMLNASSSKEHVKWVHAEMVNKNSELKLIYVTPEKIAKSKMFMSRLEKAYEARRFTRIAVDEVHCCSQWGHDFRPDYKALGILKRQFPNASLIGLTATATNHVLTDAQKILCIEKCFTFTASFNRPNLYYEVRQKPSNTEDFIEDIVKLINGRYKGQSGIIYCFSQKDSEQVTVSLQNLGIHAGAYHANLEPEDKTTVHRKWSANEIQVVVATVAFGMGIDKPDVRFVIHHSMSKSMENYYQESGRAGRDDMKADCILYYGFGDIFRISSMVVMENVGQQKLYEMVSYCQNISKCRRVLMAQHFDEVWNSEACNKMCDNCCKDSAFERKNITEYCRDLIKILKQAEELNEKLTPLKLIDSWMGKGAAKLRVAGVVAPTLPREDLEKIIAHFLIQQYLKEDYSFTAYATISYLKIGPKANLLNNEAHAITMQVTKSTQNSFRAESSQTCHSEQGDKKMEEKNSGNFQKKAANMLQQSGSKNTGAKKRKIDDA
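RECQ1T1 50 nM; forked duplex (20 bp + 30-nt ss tails) 200 nM, ATP 2 mM final; pH 8.0, 2 mM MgCl2, 2.5 ug/ml poly(dI-dC); 15 min compound preincubation; discontinuous kinetic read over 2 h at RT.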
Epigenetic reg: derepresses silenced GFP reporter in murine cells; 280,000 tested, 0.2% active; AID 1865; murine LDR cells, GFP reporter derepression, 30 h; Potency, µM (highest dose often 53.9 µM), without a hit: top-dose GFP activation, usual class: activators; further: % of control where 0% means no effect; nearly all actives have a fitted effect of over 60% in size
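Derepression of a silenced CMV-GFP reporter in murine LDR cells is scored by enumerating GFP-positive cells with a laser-scanning microplate cytometer after 30 hours of treatment at 37 C.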
NPSR antagonist: neuropeptide S receptor (human) antagonism, cAMP | 220,000 tested, 1% active | CHO-NPSR cells, cAMP TR-FRET, antagonist mode | AID 1461 | Q6W5P4 | Potency, µM (top dose mostly 38.3 µM), without a hit: top-dose activity change, negative = inhibition, most hits filed as inhibitors; further: on the % scale 0 is the no-effect control and ±100 the full control effect; nearly all actives have a fitted effect of over 50% in size; many of its hits are not listed in these tables
Target sequence (Q6W5P4 whole entry, looked up): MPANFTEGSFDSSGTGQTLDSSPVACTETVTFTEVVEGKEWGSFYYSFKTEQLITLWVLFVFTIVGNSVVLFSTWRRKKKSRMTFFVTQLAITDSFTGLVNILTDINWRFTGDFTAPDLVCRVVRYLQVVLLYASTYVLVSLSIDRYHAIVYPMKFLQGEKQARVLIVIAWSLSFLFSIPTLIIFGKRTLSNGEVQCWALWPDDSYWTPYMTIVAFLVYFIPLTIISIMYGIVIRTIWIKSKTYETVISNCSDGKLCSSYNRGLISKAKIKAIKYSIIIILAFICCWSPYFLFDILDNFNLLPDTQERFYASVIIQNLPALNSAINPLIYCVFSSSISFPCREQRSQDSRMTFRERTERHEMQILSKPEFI
KDM4E inh: inhibitors of human JMJD2E histone demethylase; B2RXH2; JMJD2E catalytic domain, FDH-coupled NADH fluorescence (FDH is formaldehyde dehydrogenase); Potency, µM (titrated, usually from 57.1 µM), inactives show at the top dose activity change, negative = inhibition, hits mostly inhibitors; 230,000 tested, 1.6% active; AID 2147; active means well fitted inhibition curve with a large enough effect, not every such curve was filed as active; inconclusive means small, poorly fitted or top-dose-only effect, or another doubt; inactive means no such curve, though single readings can be large or run the other way;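 further: 0% = wells with enzyme and -100% = buffer wells without enzyme; nearly all actives have a fitted effect of over 50% in size; many of its hits are not listed in these tables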
IMPase Li cell: membrane-permeable IMPase blocker, potentiated with lithium; Potency, µM (doses to about 59.4 µM), for inactives: at the highest dose activity, negative = IMPase inhibition, usual class: inhibitors; 210,000 tested, 0.35% active; CHO-M1 cells, IP1 TR-FRET (IP-One), carbachol + lithium;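 further: IP1 builds up when IMPase is blocked and the TR-FRET signal falls; plate controls were basal vehicle for no effect and high inhibitor control for full effect; nearly all actives have a fitted effect of over 50% in size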
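CHO-M1, 2000 cells/well, 16–30 h culture; cpd + low Li+, 30 min 37C; lysis with d2-IP1/Eu-anti-IP1 Ab, 10 min RT; TR-FRET 665/620 ratio and 620 channel; AC50 via Hill.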
Active calls of the source: *; [ ] = dose if it differs, or a comment. Unless noted, the call rests on the fitted dose curve; in most records, active means well fitted curve in the direction sought with a large enough effect; inconclusive means small, poorly fitted or top-dose-only effect, or another doubt; inactive means no such curve, though single readings can be large; an effect the other way counts as inactive or inconclusive. Potency means the concentration at half of the fitted maximal effect. Only part of the results is shown. The share of hits here may be higher or lower than overall.

CCOC(=O)c1cccc(NC(=O)C(NS(=O)(=O)c2ccc3c(c2)CCN3C(C)=O)C(C)C)c1 (stereo not given) was read as GoLoco inh red -6.9%, KinaseGlo FLuc 1.4%, SMN2 splice enh inconclusive, RECQ1 inh -1.1%, Epigenetic reg 2.4%, NPSR antagonist -11.9%[46.1 µM], KDM4E inh -0.8% and IMPase Li cell 15.4%[38.3 µM].
CC(C)c1ccc(NC(=S)Nc2ccc3cn[nH]c3c2)cc1 was read as GoLoco inh red 8.5%, KinaseGlo FLuc 1.6%, SMN2 splice enh 0.9%, RECQ1 inh -12.0%, Epigenetic reg 1.1%, NPSR antagonist -8.4%, KDM4E inh inconclusive and IMPase Li cell 17.6%.
For CC(=O)OC1CCC2(C)C(COc3ccc4ccc(=O)oc4c3)C(C)(O)CCC2C1(C)C (stereo not given) the results were GoLoco inh red 4.6%, KinaseGlo FLuc -0.7%, SMN2 splice enh -1.3%, RECQ1 inh inconclusive, Epigenetic reg 0.0%, NPSR antagonist inconclusive, KDM4E inh inconclusive and IMPase Li cell 10.0%[38.3 µM].
`CC(=O)c1ccc(NC(=O)Nc2ccncc2)cc1` gave GoLoco inh red 4.2%, KinaseGlo FLuc -0.6%, SMN2 splice enh 15.3%, RECQ1 inh inactive, Epigenetic reg -3.1%, NPSR antagonist 11.3%, KDM4E inh -10.7% and IMPase Li cell -1.9%.
`O=C(NN1C(=O)C2C3C=CC(C4CC34)C2C1=O)c1ccc(Br)cc1` (stereo not given) gave GoLoco inh red -5.9%, KinaseGlo FLuc 1.7%, SMN2 splice enh -13.2%, RECQ1 inh inactive, Epigenetic reg -1.3%, NPSR antagonist 6.2%, KDM4E inh 2.1% and IMPase Li cell 1.7%.
`O=C1CC(c2ccco2)c2ccc3ccccc3c2N1` (stereo not given) gave RECQ1 inh inactive, Epigenetic reg -6.1%, NPSR antagonist -5.1%[46.1 µM] and KDM4E inh -6.0%.
`CCn1nccc1C(=O)Nc1ccc(Cl)cc1Cl` gave GoLoco inh red 3.6%, KinaseGlo FLuc 4.1%, SMN2 splice enh 21.4%, RECQ1 inh -0.7%, Epigenetic reg -1.3%, NPSR antagonist -9.9%[46.1 µM], KDM4E inh 1.0% and IMPase Li cell 9.3%[38.3 µM].
Screening O=C(Nc1ccc(Cl)cc1C(=O)NCCN1CCOCC1)c1ccco1 returned GoLoco inh red -1.0%, KinaseGlo FLuc 1.7%, SMN2 splice enh -12.9%, RECQ1 inh -1.9%, Epigenetic reg 1.6%, NPSR antagonist -7.3%[46.1 µM], KDM4E inh 2.1% and IMPase Li cell 26.6%[38.3 µM].
`Brc1ccccc1/C=N/Nc1ccccn1` gave GoLoco inh red 2.6%, KinaseGlo FLuc -16.1%, SMN2 splice enh inconclusive, RECQ1 inh -9.0%, Epigenetic reg -2.9%, NPSR antagonist 13.8%, KDM4E inh 2.4% and IMPase Li cell -7.0%.
For O=C(N/N=C/c1ccco1)C1CC1 the results were GoLoco inh red -9.5%, KinaseGlo FLuc 1.6%, SMN2 splice enh -18.0%, RECQ1 inh 3.0%, Epigenetic reg -5.1%, NPSR antagonist 10.8%, KDM4E inh -0.7% and IMPase Li cell -3.3%.
Screening O=C(Nc1ccccc1C(F)(F)F)N1CCCC1c1cccnc1 (stereo not given) returned GoLoco inh red 2.1%, RECQ1 inh 3.7%, Epigenetic reg 1.6%, NPSR antagonist -9.0% and KDM4E inh 4.5%.
Screening CC1=Nc2ccc(C)cc2/C1=C/c1c(N)n2c(S(=O)(=O)C(C)C)nsc2nc1=O returned GoLoco inh red 11.8%, KinaseGlo FLuc -0.5%, SMN2 splice enh 20.0%, RECQ1 inh 2.3%, Epigenetic reg -2.2%, NPSR antagonist -35.1%, KDM4E inh -16.1% and IMPase Li cell 2.8%.
Screening Oc1cc2c(cc1O)[C@H](c1ccccc1)CNCC2 returned GoLoco inh red -34.3%, KinaseGlo FLuc -2.3%, RECQ1 inh inactive, Epigenetic reg -1.1%, KDM4E inh 14.1µM* and IMPase Li cell 18.7%.
`Cc1cc(C(=O)COC(=O)CNC(=O)c2ccco2)c(C)n1Cc1ccco1` gave GoLoco inh red 12.6%, KinaseGlo FLuc 0.6%, SMN2 splice enh 17.4%, RECQ1 inh inconclusive, Epigenetic reg 1.0%, NPSR antagonist -4.4%[46.1 µM], KDM4E inh -1.9% and IMPase Li cell -4.2%.
CCOc1ccc(CN(C)C(=O)c2cccnc2SC)cc1OC was read as GoLoco inh red 1.7%, KinaseGlo FLuc 2.5%, SMN2 splice enh -11.3%, RECQ1 inh 0.0%, Epigenetic reg -2.2%, NPSR antagonist 14.7%, KDM4E inh 0.7% and IMPase Li cell 11.1%.

The list goes on (2 carried over from the part before).
`Cc1cc(C(=O)COC(=O)CNC(=O)c2ccco2)c(C)n1Cc1ccco1` gave GoLoco inh red 12.6%, KinaseGlo FLuc 0.6%, SMN2 splice enh 17.4%, RECQ1 inh inconclusive, Epigenetic reg 1.0%, NPSR antagonist -4.4%[46.1 µM], KDM4E inh -1.9% and IMPase Li cell -4.2%.
CCOc1ccc(CN(C)C(=O)c2cccnc2SC)cc1OC was read as GoLoco inh red 1.7%, KinaseGlo FLuc 2.5%, SMN2 splice enh -11.3%, RECQ1 inh 0.0%, Epigenetic reg -2.2%, NPSR antagonist 14.7%, KDM4E inh 0.7% and IMPase Li cell 11.1%.
For CN(C)S(=O)(=O)c1ccc(S(=O)(=O)N(Cc2ccco2)Cc2ccccc2Cl)cc1 the results were GoLoco inh red 4.5%, KinaseGlo FLuc 2.7%, SMN2 splice enh -23.2%, RECQ1 inh -1.0%, Epigenetic reg 0.0%, NPSR antagonist 1.9%[46.1 µM], KDM4E inh 6.5% and IMPase Li cell 43.9%[activator][38.3 µM].
For CCCCCCCCCCCCCCCC(=O)C1=C(O)C(CO)OC1=O (stereo not given) the results were GoLoco inh red -5.4%, SMN2 splice enh -8.5%, RECQ1 inh 35.5µM*, Epigenetic reg 3.2% and IMPase Li cell 24.3%.
For COC(=O)C1=C(C)N(Cc2ccccc2)C(=O)N[C@H]1c1cccs1 the results were GoLoco inh red 0.1%[14.2 µM], KinaseGlo FLuc -0.6%[7.66 µM], SMN2 splice enh -5.3%[9.22 µM], RECQ1 inh -13.0%[11.5 µM], Epigenetic reg 0.0%, NPSR antagonist -0.5%, KDM4E inh 3.2%[11.4 µM] and IMPase Li cell 1.5%.
CC(=O)c1ccc(S(=O)(=O)Nc2cc3c(cc2C(C)=O)OCO3)cc1 was read as GoLoco inh red -1.1%, KinaseGlo FLuc 1.7%, SMN2 splice enh -0.8%, RECQ1 inh 12.6%, Epigenetic reg 1.6%, NPSR antagonist -2.7%, KDM4E inh -17.1% and IMPase Li cell 19.0%.
For Cc1[nH]nc(SCC(=O)Nc2ccc(C#N)cc2)c1[N+](=O)[O-] the results were GoLoco inh red 87.6%[activator], KinaseGlo FLuc 0.1%, SMN2 splice enh -1.5%, RECQ1 inh -13.7%, Epigenetic reg -0.1%, NPSR antagonist 7.2%, KDM4E inh 1.8% and IMPase Li cell 2.3%.
O=C(c1cccc(F)c1)N1CCN(c2cccc(Cl)c2)CC1 was read as GoLoco inh red 9.9%, KinaseGlo FLuc 0.7%, SMN2 splice enh inconclusive, RECQ1 inh -17.8%, Epigenetic reg -1.0%, NPSR antagonist -9.6%[46.1 µM], KDM4E inh -8.7% and IMPase Li cell 18.8%[38.3 µM].
For O=C(O)CC1S/C(=N/N=C/c2ccc(-c3ccccc3[N+](=O)[O-])o2)NC1=O (stereo not given) the results were GoLoco inh red -21.7%, KinaseGlo FLuc -3.1%, SMN2 splice enh 25.8%, RECQ1 inh 26.7%, Epigenetic reg -1.0%, NPSR antagonist -5.3%[46.1 µM], KDM4E inh -27.6% and IMPase Li cell 12.6%[38.3 µM].
O=C1c2ccccc2CCC1C(O)c1ccccn1 (stereo not given) was read as RECQ1 inh inactive, Epigenetic reg -0.9%, NPSR antagonist -1.0%[46.1 µM] and KDM4E inh inconclusive.
For NC(=O)N/N=C/C=C/c1ccc(F)cc1 the results were GoLoco inh red 4.4%, RECQ1 inh -9.3%, Epigenetic reg -1.6%, NPSR antagonist 2.2% and KDM4E inh -0.2%.
For CN1CCC(Oc2ccccc2Sc2ccc(C(F)(F)F)cc2)CC1 the results were GoLoco inh red 13.3%, KinaseGlo FLuc -3.5%, SMN2 splice enh -59.3%[inhibitor], RECQ1 inh -0.1%, Epigenetic reg -1.9%, NPSR antagonist -4.4%, KDM4E inh inconclusive and IMPase Li cell 17.9%.
For O=C(Nc1c2n(c(=S)n(-c3ccccc3)c1=O)CCCCC2)c1ccccc1 the results were GoLoco inh red 8.4%, KinaseGlo FLuc 1.5%, SMN2 splice enh 9.7%, RECQ1 inh -10.9%, Epigenetic reg 1.3%, NPSR antagonist -5.8%, KDM4E inh -1.6% and IMPase Li cell -5.4%.
Screening Cc1ccc(S(=O)(=O)/N=C(/NC(=S)Nc2cccc(C)c2)c2ccccc2)cc1 returned GoLoco inh red -1.2%, KinaseGlo FLuc -6.1%, SMN2 splice enh -41.4%, RECQ1 inh inactive, Epigenetic reg 1.0%, NPSR antagonist -10.2%[46.1 µM], KDM4E inh -5.4% and IMPase Li cell 30.2%[activator][38.3 µM].
Screening COc1ccc(-c2cc(-c3ccc(Br)cc3)nc3ncnn23)cc1OC returned GoLoco inh red 6.9%, KinaseGlo FLuc 1.6%, SMN2 splice enh -14.5%, RECQ1 inh inactive, Epigenetic reg 1.8%, NPSR antagonist inconclusive, KDM4E inh inconclusive and IMPase Li cell 17.9%[38.3 µM].
CCOc1ccc(N2C(=O)CN(CC(=O)OC)C2=S)cc1 was read as GoLoco inh red 10.9%, KinaseGlo FLuc 0.1%, SMN2 splice enh -11.1%, RECQ1 inh 4.6%, Epigenetic reg 1.9%, NPSR antagonist 2.6%, KDM4E inh -7.3% and IMPase Li cell 4.8%.
For COc1ccc2nc(N3CCCCC3)c(/C=C3\SC(=S)NC3=O)cc2c1 the results were GoLoco inh red 49.2%[activator], RECQ1 inh -8.0%, Epigenetic reg -1.1%, NPSR antagonist -31.2% and KDM4E inh 1.4%.
Screening Cn1nc(C(=O)NCc2ccccc2)c2ccccc2c1=O returned GoLoco inh red -11.5%, KinaseGlo FLuc 1.3%, SMN2 splice enh 7.9%, RECQ1 inh -0.5%, Epigenetic reg -1.0%, NPSR antagonist 1.4%[46.1 µM], KDM4E inh -1.2% and IMPase Li cell 26.4%[38.3 µM].
